TcdB GH inh: inhibitors of Clostridioides difficile toxin B glycohydrolase; TcdB glycohydrolase enzymatic assay, plate reader; inhibition, % at 9.99 µM; 350,000 compounds, 0.24% hits; AID 652162; in the data active means inhibition above about 10%
Y pestis TopoI: Y. pestis Topo-I inhibition via cleavage products. activity, % at 10 µM. Y. pestis Topo-I cleavage product accumulation, plate reader. AID 504884. 360,000 compounds, 0.064% hits; in the data active means activity above about 50%, passing the limit was not always enough; inconclusive means no clear call, values can overlap the other calls; further: inactives centre near 2
FadD28 FP inh: inhibitors of Mycobacterium tuberculosis FadD28 bisubstrate binding. FadD28 bisubstrate probe binding, fluorescence polarization. inhibition, % at 12.5 µM. 360,000 compounds, 0.22% hits. AID 588549; in the data active means inhibition above about 8.5%, passing the limit was not always enough; inconclusive means no clear call, values can overlap the other calls
PfHsp40 yeast: compounds rescuing yeast from Plasmodium falciparum HSP40 toxicity; 340,000 compounds, 0.68% hits; AID 504582; growth rescue, % at 12.5 µM; S. cerevisiae expressing PfHsp40, growth rescue, ATP luminescence; in the data active means growth rescue above about 28%, passing the limit was not always enough; inconclusive means no clear call, values can overlap the other calls;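 further: yeast W303a lacking pdr1 and pdr3 grown in galactose medium; growth measured after three days at 30 °C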
BoNT-F LC inh: blocks Botulinum neurotoxin F light chain protease. AID 588497. inhibition, % at 10 µM. 360,000 compounds, 0.22% hits. Multiplex microsphere protease cleavage assay, flow cytometry; in the data active means inhibition above about 35%, passing the limit was not always enough; inconclusive means no clear call, values can overlap the other calls; further: plate controls were buffer without enzyme for full effect and enzyme alone for no effect
BoNT-A LC inh2: BoNT A light chain protease inhibition. multiplex microsphere protease substrate cleavage, flow cytometry. inhibition, % at 10 µM. 360,000 compounds, 0.17% hits. AID 588499; further: plate controls were buffer without enzyme for full effect and enzyme alone for no effect
CCHFV vOTU inh: blocks the CCHF virus ovarian tumor domain protease | CCHFV vOTU protease, Pep-AMC fluorescence | inhibition, % at 11.5 µM | 370,000 compounds, 0.55% hits | AID 651958; in the data active means inhibition above about 30%; further: 0% = vehicle wells with enzyme and 100% = no enzyme wells
PrPC TRFRET: inhibitors of human cell surface prion protein PrPC | TR-FRET read-out | 370,000 compounds, 0.43% hits | inhibition, % at 13.8 µM; in the data active means inhibition above about 24%; further: 0% = median of the test wells and 100% = reference compound wells
Anthrax LF inh2: inhibitors of Bacillus anthracis lethal factor protease; inhibition, % at 10 µM; multiplex microsphere protease cleavage assay, LF; P15917; 360,000 compounds, 0.12% hits; further: plate controls were buffer without enzyme for full effect and enzyme alone for no effect
Target sequence (P15917 whole entry, looked up): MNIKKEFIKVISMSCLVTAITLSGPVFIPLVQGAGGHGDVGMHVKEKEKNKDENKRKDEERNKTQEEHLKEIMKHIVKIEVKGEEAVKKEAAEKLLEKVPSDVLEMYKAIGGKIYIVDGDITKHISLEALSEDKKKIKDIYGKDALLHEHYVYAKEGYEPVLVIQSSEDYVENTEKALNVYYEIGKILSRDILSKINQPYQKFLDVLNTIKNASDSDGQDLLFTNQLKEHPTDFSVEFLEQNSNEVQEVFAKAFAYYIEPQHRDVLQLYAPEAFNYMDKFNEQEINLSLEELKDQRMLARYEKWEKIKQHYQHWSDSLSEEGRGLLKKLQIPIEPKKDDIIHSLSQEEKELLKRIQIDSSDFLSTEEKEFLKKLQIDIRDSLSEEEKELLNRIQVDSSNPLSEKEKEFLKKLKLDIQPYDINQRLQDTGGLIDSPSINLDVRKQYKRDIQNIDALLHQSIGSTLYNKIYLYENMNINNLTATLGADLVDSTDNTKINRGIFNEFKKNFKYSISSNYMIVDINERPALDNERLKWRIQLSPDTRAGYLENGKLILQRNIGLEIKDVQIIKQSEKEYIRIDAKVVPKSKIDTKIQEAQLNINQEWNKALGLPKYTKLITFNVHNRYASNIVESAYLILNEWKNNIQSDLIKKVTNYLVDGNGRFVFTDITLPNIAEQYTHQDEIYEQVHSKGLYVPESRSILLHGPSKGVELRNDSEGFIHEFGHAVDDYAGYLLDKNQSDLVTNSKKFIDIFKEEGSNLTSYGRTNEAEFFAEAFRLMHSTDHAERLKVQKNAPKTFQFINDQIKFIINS
An asterisk follows results filed as active; u = inconclusive; x = not tested or not shown; & = joins results of further samples. Unless noted, no stated cut-off is given here; in the data, active means inhibition above about 30%; inconclusive means no clear call, values can overlap the other calls; inactive means below that. Compounds as they come; any-hit rate near 2.3%.

structure	Y pestis TopoI	FadD28 FP inh	PfHsp40 yeast	BoNT-A LC inh2	PrPC TRFRET	CCHFV vOTU inh	TcdB GH inh	Anthrax LF inh2	BoNT-F LC inh
NC(=O)c1ccccc1NC(=O)Nc1ccccc1Cl	-1	-1.7	1.0	0.2	1	9	0.9	1	-4
O=C(CS(=O)c1ccc(C(F)(F)F)cc1[N+](=O)[O-])Oc1ccc(Cl)cc1 (stereo not given)	4	0.0	-0.3	-0.7	-18	3	x	-7	0
Cc1ccc(COn2c(-c3ccc(Cl)cc3)nc3ccc([N+](=O)[O-])cc32)cc1	7	-2.5	2.0	-1.2	-3	0	x	-13	-9
CC1(C)Cc2nc(NCCCO)c(C#N)cc2CO1	-1	-3.5	-0.1	0.2	2	-92	x	-4	6
O=C(O)CN1CCN(c2ncc(C(F)(F)F)cc2Cl)CC1	6	-3.1	0.3	-0.6	4	7	-4.1	0	2
C#CCOCCOCCOCCNc1nc(N2CCOCC2)nc(N2CCN(C(=O)[C@H](CCC(=O)O)n3cc(C(N)[C@H](C)CC)nn3)CC2)n1 (stereo not given in full)	-8	-2.4	-1.2	-0.2	-2	-3	-0.5	-5	9
COc1cc2c(cc1OC)CN(C(=O)c1ccc(S(=O)(=O)N3CCCC3)cc1)CC2	5	-4.2	1.7	0.0	6	-10	0.0	-3	-5
CCCN1CCN(C(=O)c2oc3ccccc3c2NC(=O)C2CC2)CC1	-10	-0.8	-0.4	0.4	-7	1	-2.7	-1	1
CC(C)Cc1cc(C(C)(C)C)ccc1OC(=S)N(C)C	-1	-0.8	1.5	-0.5	0	11	-0.3	4	0
CCN(CC)C(=O)[C@H]1CC(CC(=O)NCc2cccc(C(F)(F)F)c2)C(=O)N2CCc3c([nH]c4ccc(OC)cc34)[C@]12C (stereo not given in full)	3	-2.9	2.5	-0.2	0	25	0.5	-8	-4
CC[C@]12c3[nH]c4ccc(Cl)cc4c3CCN1C(=O)[C@@H](CC(=O)NCCc1ccccn1)C[C@@H]2C(=O)N1CCN(C(=O)c2ccco2)CC1	10	-0.6	-0.8	-0.3	8	14	-4.2	-6	-5
Cc1sc2nc3ccc(NCc4ccco4)nn3c(=O)c2c1C	-4	-5.0	-0.1	1.7	-13	-9	x	2	6
Cc1cc(C)c(S(=O)(=O)NC(C)C)c(C)c1-n1cnnn1	7	0.0	-0.5	-0.2	-5	5	0.4	-3	3
COc1ccc2oc(=O)c(/C(C)=N/Nc3nc(-c4cc(C)ccc4C)cs3)cc2c1	-8	0.3	-1.1	2.6	-1	6	1.4	-1	-3
Nc1ncnc2c1ncn2[C@@H]1O[C@H](CNC(=O)[C@@H](N)Cc2ccc(C(=O)c3ccccc3)cc2)[C@@H](O)[C@H]1O	x	1.2	x	-0.5	-6	10	0.8	-1	-7
O=C(CC1CC2CCC1C2)Nc1nc(-c2ccccn2)cs1 (stereo not given)	2	-3.1	438*	5.8	10	13	-1.8	-1	-24
Cc1cc(C)n2c(SCC(=O)Nc3cc(S(=O)(=O)N(C)C)ccc3C)nnc2n1	5	-2.9	0.5	-0.7	14	-22	0.1	-3	0
CC(C)CC(=O)N1CCN(S(=O)(=O)c2ccc3ccccc3c2)CC1	26	0.5	-0.6	7.0	11	3	1.0	0	11
O=C(NCC(c1cccs1)N1CCOCC1)c1cnc(Cl)c(Cl)c1 (stereo not given)	0	x	1.1	4.2	-1	-9	-0.8	3	2
C[C@]12c3[nH]c4cc(-c5ccco5)ccc4c3CCN1C(=O)[C@@H](CC(=O)NCC13CC4CC(CC(C4)C1)C3)C[C@@H]2C(=O)N1CCOCC1	34	-0.7	-0.2	-0.5	-13	-15	0.4	-5	-2
Cc1ccccc1CN1CCc2cc([N+](=O)[O-])ccc21	-10	-0.5	-0.7	2.3	-3	9	1.7	-10	3
CCc1ccc2c(CN(C)Cc3ccc(OC(F)F)c(OC)c3)cc(=O)oc2c1	3	-4.0	1.3	0.3	1	10	0.4	-3	25
O=C(OCC(=O)N1CCOCC1)c1cccc(S(=O)(=O)Nc2ccc(F)cc2)c1	0	-1.8	-0.7	-2.3	6	8	1.1	u	-7
CN(C(=O)CSc1nc2ccccc2n1C)C1CCS(=O)(=O)C1 (stereo not given)	3	-2.2	0.7	-2.3	5	-10	1.7	-4	-6
COC(=O)c1cnc(Nc2nc(C(N)Cc3ccc(Cl)cc3)cs2)nc1C(F)(F)F (stereo not given)	-17	-9.2	x	-0.3	-17	20	1.1	-5	-16
O=C1CN=C(c2ccccc2)c2cc(Br)ccc2N1	-2	-4.1	-0.4	0.2	8	-8	1.3	1	u
Cc1ccc(Cn2cc(S(=O)(=O)c3ccc(C(C)C)cc3)c(=O)c3cc4c(cc32)OCO4)cc1	45	-1.9	-1.0	-0.1	4	-1	x	-3	-5
CCn1cc(C(=O)N2CCN(c3ccc(OC)cc3)CC2)c(=O)c2cc(S(=O)(=O)N3CCOCC3)ccc21	6	-1.2	1.0	-0.3	-4	19	1.2	0	-10
O=C(c1cc(-c2cccc(Cl)c2)on1)N1CCN(c2ccccc2)CC1	38	-1.6	0.6	-3.0	4	10	-1.7	4	-22
O=c1c2cc(N3CCOCC3)ccc2[nH]c(=S)n1CCN1CCCC1	5	-1.3	1.4	0.3	-5	-15	x	-3	-7
CC(=O)Nc1ccc(-c2nc3ccccc3c(=O)o2)cc1	-3	0.1	-1.3	-0.5	-4	-14	0.2	-7	-15
CCc1nnc2n1N=C(c1ccc(Cl)cc1Cl)CS2	12	-2.3	-0.9	2.8	2	3	0.3	-2	4
CC(C)CNC(=O)Cn1c(=O)c2c(ncn2CC(C)C)n(Cc2ccccc2)c1=O	0	-2.4	-1.6	0.0	2	-10	0.8	3	0
CCC(C)NC(=O)c1ccc(CN2CCc3ccccc3C2)cc1 (stereo not given)	-2	1.2	-1.5	3.2	-4	-4	1.6	7	20
COc1ccc2c(Cl)c(-c3nnc4n3CCCCC4)sc2c1	12	-3.2	1.0	-0.8	-11	-6	x	-2	-10
Cc1ccccc1NC(=O)C1c2cccc[n+]2CC(=O)N1Cc1ccc2c(c1)OCO2 (stereo not given)	0	-0.9	0.4	1.4	0	3	0.7	0	-7
CC1CCN(CCCNC(=O)Cn2ncc3c([nH]c4ccccc43)c2=O)CC1	-2	-1.5	-2.0	2.1	-6	8	0.2	-3	8
O=C(COC(=O)c1ccc(Cl)nc1)NCc1ccco1	2	-1.6	-0.8	-0.9	-5	2	0.1	-8	-1
O=C(/C=C/c1ccc(Cl)cc1Cl)NCCSc1ccccc1	15	-8.1	21	0.0	4	-2	x	-1	1
O=C(NC(=S)N1CCCCC1CO)c1cc(Br)ccc1Cl (stereo not given)	-8	-2.5	2.0	-2.5	7	-2	1.1	0	-7
Cc1cc(C)c(S(=O)(=O)NCCn2c(C)cc3ccccc32)c(C)c1	2	2.8	-1.0	42*	20	6	2.1	-62	-84
O=C(COC(=O)c1ccc2c(c1)OCO2)NC1CCCCC1	-4	0.6	-1.1	-0.4	3	-5	1.2	-3	-3
Cc1ccn2cc(-c3ccc(NS(=O)(=O)c4ccccc4)cc3)nc2c1	5	-0.2	0.6	-0.4	13	-11	-1.4	-4	-8
C=CCC[C@@H](Cc1ccc(F)cc1)C(=O)OC[C@@H](NC(=O)[C@@H](CC=C)CC(=O)N[C@@H](CO)Cc1ccccc1)C(C)(C)C	18	-2.4	7.0	-0.2	-4	28	1.4	1	-1
Cn1cc(C(=O)NCc2ccccc2)c2ccccc21	0	0.4	0.9	-0.4	-4	-16	0.6	-4	-10
CCOc1ccc(OCCC(=O)OCC(=O)Nc2cc(C)nn2-c2ccccc2)cc1	22	0.1	0.4	2.4	2	-7	1.4	3	u
O=C(NCCN1CCN(C(=O)c2ccccc2Cl)CC1)C(=O)NCc1ccccc1	2	-4.0	-0.7	0.5	2	-3	0.2	-15	4
S=c1nc(-c2ccc(Br)cc2)[nH]c2ccccc12	7	-2.8	0.9	-0.8	-2	-6	0.6	10	0
CC(C)c1ccc(S(=O)(=O)N2CCN(CCC(=O)Nc3ccc(N(C)C)cc3)CC2)cc1	33	-5.3	1.2	-0.1	10	7	x	-1	-6
C[C@@H]1CN([C@H](C)CO)C(=O)c2cc(Br)cnc2O[C@H]1CN(C)C(=O)Nc1ccccc1F	5	-2.5	x	-0.2	-3	3	0.4&-1.0	-6	1

Entries shown so far containing two or more sulfur atoms (two):
structure	Y pestis TopoI	FadD28 FP inh	PfHsp40 yeast	BoNT-A LC inh2	PrPC TRFRET	CCHFV vOTU inh	TcdB GH inh	Anthrax LF inh2	BoNT-F LC inh
Cc1cc(C)n2c(SCC(=O)Nc3cc(S(=O)(=O)N(C)C)ccc3C)nnc2n1	5	-2.9	0.5	-0.7	14	-22	0.1	-3	0
CN(C(=O)CSc1nc2ccccc2n1C)C1CCS(=O)(=O)C1 (stereo not given)	3	-2.2	0.7	-2.3	5	-10	1.7	-4	-6

Next section:
structure	Y pestis TopoI	FadD28 FP inh	PfHsp40 yeast	BoNT-A LC inh2	PrPC TRFRET	CCHFV vOTU inh	TcdB GH inh	Anthrax LF inh2	BoNT-F LC inh
CCOC(=O)c1c(C)[nH]c(C=Nc2ccc(OC)cc2)c1O	-10	-3.0	-1.4	0.6	-2	15	x	-5	4
COc1ccc(CCNC(=O)CN(c2cc(C)cc(C)c2)S(=O)(=O)c2c(C)noc2C)cc1OC	-8	-4.2	0.6	-0.1	2	5	0.3	-3	10
Cc1ccc(C)c(/C(O)=C2/C(=O)C(=O)N(CCN3CCOCC3)C2c2ccc(C)o2)c1 (stereo not given)	13	-3.2	-1.2	1.8	-3	12	x	6	u
CC(C)=CCOc1ccc2c(C)c(CCC(=O)N3C[C@H]4C[C@@H](C3)c3cccc(=O)n3C4)c(=O)oc2c1C	25	-5.1	x	-0.3	-3	-26	0.4	6	7
COc1ccccc1NS(=O)(=O)c1cc(-c2cc(C)no2)ccc1OC	-1	-0.6	1.2	2.0	7	10	-0.3	0	4
O=C(COC(=O)c1ccccc1OCc1ccc(Cl)cc1)NCC1CCCO1 (stereo not given)	7	-3.4	2.2	-1.0	-4	-5	2.0	1	-2
CCN(CC)S(=O)(=O)c1ccc(OC)c(NC(=O)c2cccc(C)c2[N+](=O)[O-])c1	-5	-2.4	-0.4	0.3	-9	-5	-0.1	3	8
Oc1ccccc1Nc1nc(-c2ccccc2O)nc2ccccc12	3	x	-0.5	-2.4	8	-1	1.1	12	13
O=C(NC12CC3CC(CC(C3)C1)C2)c1cccc(OC(F)F)c1	11	-0.5	2.2	4.2	6	10	1.1	7	16
CCn1cc(CN2CCCC(CNS(=O)(=O)c3ccc(OC)cc3)C2)cn1 (stereo not given)	-8	-3.0	15	1.4	-9	7	0.3	2	-5
O=C(NC1CCN(Cc2ccccc2)CC1)c1cc(-c2ccccn2)nc2ccccc12	22	-2.7	-1.1	-0.6	-7	-1	x	-1	-7
COc1ccc(NC(=O)CCN2C(=O)NC3(CCCC3)C2=O)cc1Cl	1	-1.0	0.4	1.6	-2	-10	0.2	8	6
COc1ccccc1NS(=O)(=O)c1ccc2oc(=O)ccc2c1	0	0.8	-2.5	-1.5	1	7	1.5	1	8
CCCC(=O)NCCc1nc2ccccc2n1CC(=O)c1ccccc1	-2	-0.7	-0.2	2.6	3	0	x	0	3
O=c1c(-c2ccnn2-c2ccc(F)cc2)cnc2n1CCS2	-2	-1.3	1.3	1.3	3	4	x	0	18
Cc1c(NC(=O)C(C)OC(=O)c2cc(Cl)ccc2O)c(=O)n(-c2ccccc2)n1C (stereo not given)	-3	-0.7	0.3	1.3	-7	2	0.7	-3	0
O=C1CC(c2cccc([N+](=O)[O-])c2)c2c(ccc3ccccc23)N1 (stereo not given)	-2	-1.2	0.3	0.1	0	5	x	-4	-7
O=C1/C(=C\c2ccc([N+](=O)[O-])cc2)N2CCC1CC2	1	-0.1	-1.4	-0.1	-15	3	0.1	-1	2

High-throughput results as filed in PubChem.
